# Siah-1 displacement: blockers of Siah-1 interaction with plectin peptide – biochemical, fluorescence polarization, rhodamine-plectin, uHTS, primary screen (AID 1817) | Siah-1 / rhodamine-plectin peptide fluorescence polarization; higher % means a stronger effect | displacement, % at 20 µM, or IC50 in µM where a hit was titrated | hit rate 0.02% among 290,000;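 active means displacement of at least 50% at 20 µM, with a fluorescence ratio check between 0.3 and a set limit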;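 further: plate controls were Siah plus tracer with DMSO for no effect and tracer alone without Siah for full effect; strong numbers were not always called active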
# West Nile antiviral: West Nile virus antiviral activity, cell-based, CPE readout (AID 1621). CPE inhibition, % at 10 µM; hits with a dose series show IC50 in µM. hit rate 0.02% among 290,000. West Nile virus-infected cells, CPE inhibition; higher % means a stronger effect; in the data active means a potency from the dose series; further: strong numbers were not always called active
# PhoP inhibition: inhibitors of PhoP regulon expression, primary screen, Salmonella Typhimurium, GFP reporter (AID 1863); hit rate 0.16% among 300,000; S. Typhimurium PhoP-regulated promoter GFP reporter, 4 h; higher % means a stronger effect; one-dose inhibition, % at 50 µM; IC50 in µM for titrated hits;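 active means inhibition over 29.93%, a cutoff 3 SD above the screen mean, later confirmed by dose response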;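 further: 0% = low Mg2+ inducing control and 100% = high Mg2+ repressing control; strong numbers were not always called active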
# Starred values were filed as active, the others as inactive. Only part of the results is shown. The share of hits here may be higher or lower than overall.
SMILES,Siah-1 displacement,West Nile antiviral,PhoP inhibition
CCN1CCCC1CNC(=O)c1cc2c(OC)c(OC)c(OC)cc2[nH]1 (stereo not given),-4%,-0.2%,2%
COc1ccc(Br)cc1S(=O)(=O)N1CCCc2ccccc21,-6%,0.4%,8%
Clc1ccc(OCc2nn[nH]n2)cc1,0%,0.5%,-6%
Cc1cc(Cl)c2oc(C(=O)N(C)C3CCOC3)c(C)c2c1 (stereo not given),1%,0.0%,-4%
Cc1ccc(CNC(=O)C(=O)NCC2OCCN2S(=O)(=O)c2ccc(Br)cc2)cc1 (stereo not given),4%,0.0%,-3%
COc1ccc(OC(C)C(=O)NC2CCCCCCC2)cc1 (stereo not given),-1%,-0.8%,2%
CCCc1cc(=O)oc2cc(OCC(=O)N3CCOCC3)c(Cl)cc12,0%,-0.7%,-1%
C=Cc1ccc(Cn2nc(-c3ccccc3)ccc2=O)cc1,-3%,-2.1%,-14%
O=C(NCc1ccc(Cl)cc1)C1CC(O)CN1S(=O)(=O)c1ccc(Cl)cc1 (stereo not given),-3%,-1.2%,-3%
C=CCOCC(O)Cn1c(N2CCCC2)nc2c1c(=O)[nH]c(=O)n2C (stereo not given),2%,-0.1%,0%
COc1cccc(CNC(=O)c2ccccc2C(=O)NC(C)(C)C(=O)NCc2cccc(OC)c2)c1,-1%,0.0%,-5%
CS(=O)(=O)N1CCc2cc(C(=O)Nc3ccc(O)cc3)ccc21,2%,-0.8%,1%
COC(=O)C1CN(C(=O)COc2ccccc2)c2ccccc2O1 (stereo not given),0%,-0.1%,-6%
CCOc1cc(C2C3=C(CC(C)(C)CC3=O)N(C)C3=C2C(=O)CC(C)(C)C3)ccc1O,3%,-0.8%,7%
CCOc1cc(/C=N/NC(=O)c2nnn(-c3nonc3N)c2C)ccc1OCc1ccc(F)cc1,8%,2.4%,-3%
O=C(O)c1ccc(/C=N/NC(=O)c2cc3c(ccc4ccccc43)o2)cc1,3%,0.5%,-9%
O=C(COc1cc2oc(=O)c3c(c2cc1Cl)CCC3)Nc1ccc(CN2CCOCC2)cc1,1%,1.3%,2%
Cc1cc(NC(=O)CSc2c[nH]c3ccccc23)no1,-5%,-0.2%,1%
C=CCn1c(=O)c2ccccc2n2c(SC(C)C(N)=O)nnc12 (stereo not given),0%,1.1%,-1%
Cc1ccccc1-c1noc(CNC(=O)COc2ccccc2)n1,4%,1.1%,-3%
O=C(Nc1ccc(F)cc1F)c1ccc2c(c1)OCCO2,-2%,-0.1%,8%
CCCCN(CCCC)CCNC(=O)CN1C(=O)CSc2ccc(S(=O)(=O)N3CCCCC3)cc21,14%,0.1%,0%
CC(C)(C)C(=O)N1CCN(c2ncnc3scc(-c4ccccc4)c23)CC1,1%,2.0%,-4%
CCN(CC)C(=O)Cn1cc(C(=O)C(=O)Nc2ccc3c(c2)OCCO3)c2ccccc21,-3%,0.2%,-4%
C[C@@H](C(=O)N1CCN(Cc2ccc3c(c2)OCO3)CC1)n1nnc2ccccc2c1=O,6%,0.7%,1%
Cc1ccc(CNc2nc3ccccc3n2C)o1,4%,-0.1%,10%
COC(=O)CNC(=O)CN1C(=O)NC2(CCCc3ccccc32)C1=O (stereo not given),2%,-0.3%,1%
CCn1c(=O)c(C(=O)NCc2ccccc2OC)c(O)c2ccccc21,-2%,0.1%,6%
CC(C)[C@H](NC(=O)c1cc2cc(Cl)ccc2n1C)C(=O)N[C@@H](C(=O)O)c1ccccc1,3%,-0.6%,-5%
CCOC(=O)Cn1c(-c2ccccc2)cc(SC)c(C#N)c1=O,-4%,0.2%,2%
COc1cc2c(cc1OC)C(c1ccc([N+](=O)[O-])cc1)NC(=O)C2 (stereo not given),-2%,-0.6%,12%
O=C(Nc1ccc(S(=O)(=O)N2CCOCC2)cc1)c1ccc(F)cc1,11%,-0.8%,-3%
CN(CCOc1ccc(Cl)cc1)CC(=O)Nc1ccc(OC(F)F)cc1,0%,-1.0%,-3%
Cc1ccc2c(C)c(C(=O)NCCc3ccco3)oc2c1C,10%,0.3%,-4%
O=C(Nc1ccc(Nc2ccccc2)cc1)c1ccc(Br)cc1,4%,-0.1%,-4%
COC(=O)[C@]1(C)CCC[C@@]2(C)C3CC[C@@]4(C)C[C@]3(CC[C@H]12)C[C@H]4O (stereo not given in full),9%,0.1%,-1%
Cc1cc(C)nc(SC2CC(=O)N(c3ccc(Br)cc3)C2=O)n1 (stereo not given),-1%,-0.6%,6%
COc1ccc(C(=O)NC(C)C2CC3CCC2C3)c(OC)c1 (stereo not given),-6%,-0.1%,7%
O=C(c1ccc(OC2CCN(Cc3ccccc3OC(F)F)CC2)cc1)N1CCCC1,-7%,-1.2%,-2%
COc1ccc2[nH]cc(CCNC(=O)Nc3ccccc3)c2c1,-3%,-0.7%,7%
CC1CCCN(CCCNC(=O)C2CCC(CNS(=O)(=O)c3cccc4nsnc34)CC2)C1 (stereo not given),3%,-0.1%,-2%
Cc1cc(C(=O)N(C)CC2CCCN(CCc3ccc(F)cc3)C2)c(C)o1 (stereo not given),-2%,-0.8%,4%
COc1ccc(CNc2nc3c(c(=O)[nH]c(=O)n3C)n2Cc2ccccc2)cc1,-1%,-0.4%,-7%
O=C(CN(C(=O)CCC(=O)Nc1ccccn1)c1ccc2c(c1)OCO2)NCc1ccc(F)cc1,7%,-0.4%,-2%
COc1ccc(CN2CCNC(=O)C2CC(=O)NCCCn2cccn2)cc1C (stereo not given),1%,-0.2%,-6%
CCc1cc2ccc(C)c(C)c2nc1SCC(=O)Nc1cc(C)on1,-8%,0.1%,-5%
Cc1c(C(=O)OCC(=O)N(C)c2ccccc2)oc2ccccc12,1%,-0.4%,0%
Clc1ccc(NCc2cccnc2)cc1,2%,0.3%,-3%
CCOC(=O)N1CCN(C2=C(NS(=O)(=O)c3ccccc3)C(=O)c3ccccc3C2=O)CC1,6%,-0.9%,1%
CCOC(=O)C1CCN(C(=O)Cn2nc(CC)n3cccc3c2=O)CC1,13%,0.0%,-4%
O=C(COC(=O)c1ccco1)c1ccc(F)cc1,-6%,0.0%,5%
CCOC(=O)C1CCN(C(=O)CCNS(=O)(=O)c2ccc3c(c2)CCN3C(=O)CC)CC1,2%,0.1%,-1%
Cc1cc(C)nc(NCc2ccc(Cl)cc2)n1,0%,1.1%,7%
CCCCNC(=S)N(CCN(C)C)Cc1cc2cc3c(cc2[nH]c1=O)OCCO3,-3%,0.1%,2%
Cc1ccc(NC(=O)CSc2ccc3nnc(-c4cccnc4)n3n2)cc1,-2%,-0.3%,-4%
Cc1ccc(S(=O)(=O)N2CCOCC2)cc1C(=O)N1CCCCCC1,-3%,0.2%,-2%
Cc1nc2ccc(Br)cc2c2c1CC(CBr)O2 (stereo not given),7%,-0.9%,3%
COc1ccc(C(=O)CCC(=O)NCCc2c[nH]c3ccccc23)cc1,5%,-0.6%,9%
Cn1c(SCC(=O)O)nc2sc3c(c2c1=O)CCC3,-1%,0.6%,-5%
CCOc1ccc(CCNC(=O)C2CCN(S(=O)(=O)N3CC(C)CC(C)C3)CC2)cc1OCC (stereo not given),-4%,-0.6%,-10%
# (listing goes on)
SMILES,Siah-1 displacement,West Nile antiviral,PhoP inhibition
Cc1ccc(S(=O)(=O)N2CCCC(C(=O)NCCc3ccc(S(N)(=O)=O)cc3)C2)cc1 (stereo not given),-4%,1.2%,6%
COc1ccccc1N1CCN(C2CCCN(C(=O)CN3CCCC3=O)C2)CC1 (stereo not given),4%,-0.1%,8%
Clc1ccc(-c2nc(N3CCOCC3)nc3ccccc23)cc1,5%,2.2%,-1%
CNC(=S)N/N=C/c1cc(Br)c(OCc2ccncc2)c(OC)c1,1%,-0.4%,3%
Cc1cc(C)c2oc(C(=O)Nc3ccc(S(=O)(=O)Nc4nccc(C)n4)cc3)cc(=O)c2c1,19%,0.4%,-7%
CCOC(=O)CSCC(=O)N1CCC(Cc2ccccc2)CC1,2%,-0.1%,3%
COc1ccc(C)cc1N(CC(=O)N1CCCC1)S(C)(=O)=O,-2%,0.1%,9%
CC(=O)C1=NOC2C(=O)N(c3ccc(Cl)cc3)C(=O)C12 (stereo not given),2%,-0.1%,-6%
CN(C)CCn1c(SCc2ccccc2C#N)nc2c(sc3ccccc32)c1=O,9%,-0.6%,3%
CC1CN(C(=S)Nc2ccc(Br)cc2Cl)CC(C)O1 (stereo not given),-3%,0.0%,5%
O=C(Nc1nc2ccccc2[nH]1)c1ccccc1O,2%,-1.0%,-5%
O=C(Cn1nnc(-c2ccccc2F)n1)Nc1ccc2c(c1)OCCO2,10%,-0.4%,-5%
COc1ccc(S(=O)(=O)N2CCOCC2)cc1NC(=O)COC(=O)C1CC2CCCC(C1)C2=O (stereo not given),1%,0.1%,-6%
Cc1cc(C)c2cc(C#N)c(N3CCCN(C(=S)NCCCN(C)C)CC3)nc2c1,-5%,-1.1%,0%
Cn1cccc1-c1cc(C(=O)N/N=C/c2ccc(Cl)cc2)[nH]n1,-2%,-0.6%,7%
Cc1cccc(N2CCN(S(=O)(=O)c3c(C)nc4scc(C)n4c3=O)CC2C)c1 (stereo not given),4%,-0.4%,6%
CCCC(NS(=O)(=O)c1ccc(-c2ccc(=O)[nH]n2)s1)c1cccs1 (stereo not given),7%,-0.6%,-1%
Cc1ccccc1NS(=O)(=O)c1ccc(C)c(C(=O)N2CCOCC2)c1,7%,-0.5%,7%
Cc1cc(=O)oc2cc(OCC(=O)NCCN3CCOCC3)c(Cl)cc12,4%,0.3%,7%
Cc1ccc(C(=O)NCC(=O)NCc2cc(=O)n(C)c(=O)n2C)cc1,2%,-0.1%,-1%

# Looked up one by one from the list above:
SMILES,Siah-1 displacement,West Nile antiviral,PhoP inhibition
CN(C)CCn1c(SCc2ccccc2C#N)nc2c(sc3ccccc32)c1=O,9%,-0.6%,3%
COc1ccc(C)cc1N(CC(=O)N1CCCC1)S(C)(=O)=O,-2%,0.1%,9%

# (continued)
SMILES,Siah-1 displacement,West Nile antiviral,PhoP inhibition
Cc1cccc(OCC(=O)NCCCNC(=O)c2ccccn2)c1,4%,-0.6%,0%
Cc1ccc(S(=O)(=O)NC(CC(=O)O)c2cccs2)cc1 (stereo not given),5%,0.3%,-8%
CCN(CC(=O)Nc1c(F)cccc1F)C(=O)/C=C/c1cn(Cc2ccccc2)nc1-c1cccnc1,-5%,-0.1%,-3%
Cc1c(C)n(Cc2ccccc2)c2ncnc(NCCN(C)C)c12,0%,-1.1%,8%
CCN(CC)C(=O)c1ccc(CS(=O)(=O)Cc2ccccc2)cc1,15%,-1.4%,-5%
O=C(NCCN1CCN(c2ccccc2)CC1)Nc1ccccc1Cl,2%,-1.3%,1%
CSc1ncccc1C(=O)N1CCN(S(=O)(=O)c2ccc(C)cc2)CC1,3%,-0.5%,-3%
Cc1ccc(-n2nc3c(=O)n(CCCC(=O)NCc4ccco4)nc(C)c3c2C)cc1,-4%,-0.2%,7%
CCCN1CCC(NCC(C)c2ccccc2)CC1 (stereo not given),-2%,-0.5%,3%
COc1ccccc1C(O)P(=O)(OCC(C)C)c1ccc(N(C)C)cc1 (stereo not given),-1%,-0.5%,3%
CSCC[C@H](NC(=O)c1ccc2c(c1)OCO2)c1nnc2ccccn12,-7%,0.0%,5%
O=C(CN1CCC(NC(=O)c2cccc(F)c2)CC1)Nc1ccc(Br)cc1,4%,-1.4%,4%
COc1cc(CN(C)CC2CCCN(CCc3cccc(C(F)(F)F)c3)C2)ccc1O (stereo not given),3%,-0.2%,7%

# Only Siah-1 displacement and PhoP inhibition (five entries from above):
mol | Siah-1 displacement | PhoP inhibition
CCN(CC)C(=O)c1ccc(CS(=O)(=O)Cc2ccccc2)cc1 | 15% | -5%
Cc1c(C)n(Cc2ccccc2)c2ncnc(NCCN(C)C)c12 | 0% | 8%
Cc1cccc(OCC(=O)NCCCNC(=O)c2ccccn2)c1 | 4% | 0%
CCCN1CCC(NCC(C)c2ccccc2)CC1 (stereo not given) | -2% | 3%
Cc1ccc(-n2nc3c(=O)n(CCCC(=O)NCc4ccco4)nc(C)c3c2C)cc1 | -4% | 7%

# Record cards, from the list above.
# `CCCN1CCC(NCC(C)c2ccccc2)CC1` (stereo not given) as listed: Siah-1 displacement: -2%; West Nile antiviral: -0.5%; PhoP inhibition: 3%
# `COc1cc(CN(C)CC2CCCN(CCc3cccc(C(F)(F)F)c3)C2)ccc1O` (stereo not given) as listed: Siah-1 displacement: 3%; West Nile antiviral: -0.2%; PhoP inhibition: 7%
# `O=C(CN1CCC(NC(=O)c2cccc(F)c2)CC1)Nc1ccc(Br)cc1` as listed: Siah-1 displacement: 4%; West Nile antiviral: -1.4%; PhoP inhibition: 4%
